SUMO HTRF inh = inhibitors of human SUMOylation (UBC9) | HTRF SUMOylation assay, SAE1/SAE2 + UBC9, in vitro | inhibition, % at 35 µM | AID 2006 | hit rate 0.36% among 290,000 | P63279; in the data active = inhibition above about 50%, passing the limit was not always enough; note: strong numbers were not always called active
IMP-1 inhibitor = blocks Pseudomonas aeruginosa IMP-1 metallo-beta-lactamase; purified IMP-1, nitrocefin hydrolysis, epi-absorbance fluorescence; inhibition, % at 5.6 µM; hit rate 0.45% among 290,000;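 active = inhibition above the mean plus 3 SD of all compounds in the same screening run, cut at about 4.5% in these data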;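 note: 0% = IMP-1 with DMSO and 100% = DMSO wells lacking enzyme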
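Test system: recombinant IMP-1 enzyme, purified / Medium: HEPES buffer pH 7.1 with ZnSO4 and Brij 35 / Doses: single dose, 5.6 µM / Times: 25 °C, 15 min preincubation, 25 min reaction / Detection: Epi-absorbance via hydrolysed-nitrocefin quenching of white-plate fluorescence, 480/530 nm, EDTA stop / Evaluation: percent inhibition from optical density relative to buffer-blank wells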
pCIP destab = lowers stability of the mouse p/CIP coactivator protein; Q05BA5; F442A p/CIP-EGFP cells, EGFP fluorescence, 16 h; AID 1984; decrease of EGFP signal, % at 10 µM; hit rate 0.01% among 290,000;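 active = EGFP signal decrease of at least 30% at 10 µM or well 3 SD below plate mean, unless failing retest; inactive = the rest, including hits failing retest or dose response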; note: some compounds called inactive have numbers as strong as hits; many of its hits are not listed in these tables
Target sequence (Q05BA5 1-1403): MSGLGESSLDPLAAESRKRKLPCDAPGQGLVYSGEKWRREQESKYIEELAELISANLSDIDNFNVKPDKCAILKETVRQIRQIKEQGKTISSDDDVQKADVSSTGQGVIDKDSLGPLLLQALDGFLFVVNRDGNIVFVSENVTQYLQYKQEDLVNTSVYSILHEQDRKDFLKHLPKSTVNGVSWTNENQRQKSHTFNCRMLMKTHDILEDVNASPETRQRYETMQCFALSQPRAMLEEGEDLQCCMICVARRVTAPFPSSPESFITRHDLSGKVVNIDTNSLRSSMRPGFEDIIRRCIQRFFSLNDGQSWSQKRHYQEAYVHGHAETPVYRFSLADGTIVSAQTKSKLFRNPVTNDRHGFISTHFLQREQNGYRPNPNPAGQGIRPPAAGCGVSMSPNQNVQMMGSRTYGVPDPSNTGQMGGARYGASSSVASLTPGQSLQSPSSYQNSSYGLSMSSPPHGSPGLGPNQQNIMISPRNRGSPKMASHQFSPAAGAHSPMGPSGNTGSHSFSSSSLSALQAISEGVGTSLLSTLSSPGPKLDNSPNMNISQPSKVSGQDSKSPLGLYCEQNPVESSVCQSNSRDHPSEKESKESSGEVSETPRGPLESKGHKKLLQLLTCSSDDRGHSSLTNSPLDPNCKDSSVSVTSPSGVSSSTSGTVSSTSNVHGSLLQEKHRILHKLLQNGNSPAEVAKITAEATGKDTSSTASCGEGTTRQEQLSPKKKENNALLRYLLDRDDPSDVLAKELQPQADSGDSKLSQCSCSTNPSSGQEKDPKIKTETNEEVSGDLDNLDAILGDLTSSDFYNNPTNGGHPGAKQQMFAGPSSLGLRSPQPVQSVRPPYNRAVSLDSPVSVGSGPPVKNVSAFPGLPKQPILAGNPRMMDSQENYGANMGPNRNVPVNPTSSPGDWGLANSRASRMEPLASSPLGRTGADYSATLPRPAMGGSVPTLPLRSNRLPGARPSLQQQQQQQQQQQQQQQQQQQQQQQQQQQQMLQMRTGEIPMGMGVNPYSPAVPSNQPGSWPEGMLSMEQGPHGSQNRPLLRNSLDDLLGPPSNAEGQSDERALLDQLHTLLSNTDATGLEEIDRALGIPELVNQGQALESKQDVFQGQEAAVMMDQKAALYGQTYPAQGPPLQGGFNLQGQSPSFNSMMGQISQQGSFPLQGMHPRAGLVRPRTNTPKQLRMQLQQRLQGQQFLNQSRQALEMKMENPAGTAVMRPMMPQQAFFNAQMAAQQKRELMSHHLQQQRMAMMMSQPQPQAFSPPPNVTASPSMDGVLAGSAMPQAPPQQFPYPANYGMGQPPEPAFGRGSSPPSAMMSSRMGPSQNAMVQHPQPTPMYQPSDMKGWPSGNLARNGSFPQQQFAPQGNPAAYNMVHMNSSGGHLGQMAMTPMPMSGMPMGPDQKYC
VIM-2 inhibitor = blocks Pseudomonas aeruginosa VIM-2 metallo-beta-lactamase. purified VIM-2, nitrocefin hydrolysis, epi-absorbance fluorescence. inhibition, % at 5.6 µM. hit rate 0.89% among 290,000;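 active = inhibition above the mean of all tested compounds plus 3 SD, cutoff set per screening run, cut at about 7.5% in these data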;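 note: red hydrolysis product quenches plate fluorescence so inhibitors raise well fluorescence; 0% = enzyme with DMSO and 100% = DMSO without enzyme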
IDE cell inh = cellular human IDE inhibition; AID 434962; inhibition, % at 5.59 µM; HEK cells, FAbetaB cleavage, fluorescence polarization; hit rate 0.41% among 320,000; P14735;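 active = percent inhibition above the average of all tested compounds plus 3 SD, set per screening campaign, cut at about 16% in these data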;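 note: IDE supplied by intact live HEK cells; FP after avidin binding of uncleaved biotin substrate so inhibition keeps polarization high; 0% = DMSO wells and 100% = 60 µM reference IDE inhibitor Ii1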
IDE act = boosts human insulin-degrading enzyme activity in HEK cells; P14735; FAbeta-B cleavage, fluorescence polarization; 0% vehicle, 100% cell-free pure enzyme wells; activation, % at 5.96 µM; hit rate 0.073% among 340,000;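 active = activation above the mean of all tested compounds plus 3 SD, set per screening campaign, cut at about 17% in these data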
NS3 helicase inh = HCV NS3 helicase inhibition | NS3 helicase DNA unwinding, Cy5 molecular beacon fluorescence | AID 1800 | inhibition, % at 10.9 µM | hit rate 0.56% among 290,000;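 active = inhibition above the mean of all tested compounds plus 3 SD, set per campaign, cut at about 35% in these data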;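 note: 0% = DMSO wells and 100% = thioflavine S control wells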
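Assay system: hepatitis C virus NS3 helicase domain fragment enzyme. Also added: annealed dual-labelled DNA beacon duplex, ATP-started. Timing: 1 h reaction at 25 °C, ATP-initiated. Technique: Cy5 fluorescence at 0 and 60 min, beacon hairpin quenching. Evaluation: % inhibition of unwinding. Replication: one well per compound.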
PfM18AAP inh = blocks P. falciparum M18 aspartyl aminopeptidase. recombinant PfM18AAP, H-Glu-NHMec fluorogenic cleavage. inhibition, % at 7.35 µM. hit rate 1.2% among 290,000;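 active = inhibition above the campaign mean inhibition over all tested compounds plus 3 SD, cut at about 28% in these data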;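 note: 0% = plate median of test compound wells and 100% = 2 mM ZnCl2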
DNA FID counter = fluorescent intercalator displacement, NS3 helicase counter-screen | DNA fluorescent intercalator displacement, fluorescence | hit rate 0.17% among 290,000 | inhibition, % at 7.9 µM; in the data active = inhibition above about 37%;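 note: 0% = vehicle and 100% = reference compound; higher means more ethidium bromide displaced from hairpin DNA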
Numbers without * were called inactive; . = no result given.

SMILES	SUMO HTRF inh	IMP-1 inhibitor	pCIP destab	VIM-2 inhibitor	IDE cell inh	IDE act	NS3 helicase inh	PfM18AAP inh	DNA FID counter
Cc1cc(C)cc(NCc2cc(=O)oc3cc(C)c(O)cc23)c1	0	-0.6	-5	1.9	10	0	13	-4	1
Cc1nnc(-c2cnn(C)c2N)n1Cc1ccccc1	0	-3.7	-15	-1.0	2	0	-3	-5	-1
Cc1cc(C(=O)NCc2cccnc2)cs1	-8	3.6	-3	-4.9	2	8	8	13	2
COC(=O)c1ccc(CN2C(=O)C(C)N(C(=O)c3c(F)cccc3F)c3ccccc32)cc1 (stereo unspecified)	7	-0.8	-6	-0.6	-2	0	-26	-15	-39
CCSc1nc2c(c(=O)[nH]1)C(c1ccncc1)C(C(=O)OC(C)C)=C(C)N2 (stereo unspecified)	0	-3.6	2	-3.9	3	4	7	-18	-2
CCOC(=O)/C(C(C)=O)=C1\OC(=O)c2ccccc21	22	-2.7	-3	-2.7	1	4	44*	-1	-8
COc1ccccc1N(CC(=O)Nc1cccnc1)S(C)(=O)=O	16	-3.0	-13	-1.1	0	-1	8	2	-1
NNC(=O)c1cccn(Cc2cccc(C(F)(F)F)c2)c1=O	-16	-3.0	-5	-1.3	7	2	17	-2	-22
CCc1nnc(NC(=O)C2Cc3ccccc3C(=O)O2)s1 (stereo unspecified)	17	-3.8	-1	-3.2	-4	-1	3	0	-6
CCCn1c(SCC(=O)Nc2cccc(NC(C)=O)c2)nnc1C(C)C	7	-4.2	-3	-0.1	0	-1	9	7	-11
COc1cc(OC)c(-c2nn3c(-c4ccco4)nnc3s2)cc1OC	33	4.0	-9	36*	.	-3	24	12	-40
N#CC1=C(N)OC2=C(C(=O)CCC2)C1c1ccncc1 (stereo unspecified)	-7	-1.5	-11	-1.2	12	-6	-15	6	3
Fc1ccc(-c2nnc(-c3ccc(F)cc3)o2)cc1	4	-0.4	1	-0.9	.	5	1	3	-10
COCCCNCCCOc1ccc(Cl)cc1C(C)(C)C	-12	-3.2	-5	-3.9	2	-4	-63	6	20
Cc1ccc(NC2CCCCC2NS(=O)(=O)c2ccc(Cl)cc2)cc1 (stereo unspecified)	-28	-2.8	-1	-3.1	-3	1	0	1	0
Cc1cccc(NC(=S)NCC2CCCO2)c1 (stereo unspecified)	13	0.9	-4	-1.8	-4	6	-8	2	0
COc1ccc2c(c1)C(=O)N(c1ccccc1)C(=O)C2	11	3.9	-4	-0.1	2	-3	7	11	-3
O=C(c1ccc2c(c1)CCN2S(=O)(=O)c1ccccc1)N1CCN(c2ccccc2)CC1	-10	-2.1	1	-1.1	0	5	-7	1	-58
CC(=O)N1N=C(c2cccc([N+](=O)[O-])c2)OC1c1ccc(Br)cc1 (stereo unspecified)	-3	-2.7	4	-1.3	-10	5	2	-3	1
Cn1c(=O)n(Cc2ccccc2)c2ccccc21	-2	-0.6	-2	3.7	1	0	-3	-1	1
COc1cc(OC)c(NC2c3ccccc3C(=O)N2c2cc(C)ccn2)cc1Cl (stereo unspecified)	-6	-0.4	-4	-0.9	-4	0	-1	-5	-1
COc1cccc(NC(=S)NC(=O)c2cccnc2)c1	-3	-2.1	-1	-0.8	4	7	3	8	-14
COC(=O)c1c(N=CN(C)C)c(C#N)c2n1CCCC2	11	-4.6	-2	-4.8	0	2	-5	7	-4
Cc1nc(N2CCOCC2)nc(Oc2ccccc2)c1[N+](=O)[O-]	6	-1.7	-23	-0.9	8	5	-5	-1	-6
CCO/N=C(\N)c1[nH]ncc1Br	22	-0.7	-10	-1.1	-1	6	0	-7	-1

Next section:
SMILES	SUMO HTRF inh	IMP-1 inhibitor	pCIP destab	VIM-2 inhibitor	IDE cell inh	IDE act	NS3 helicase inh	PfM18AAP inh	DNA FID counter
CCOC(=O)Cn1nc(-c2ccc(Cl)cc2)ccc1=O	-6	-1.5	0	-2.6	2	6	-2	0	-10
O=C(c1ccco1)N(Cc1ccc2c(c1)OCO2)Cc1cc2cc3c(cc2[nH]c1=O)OCO3	21	-0.8	-6	-0.6	-6	8	-11	-10	-10
CC(CS(=O)(=O)c1ccccc1[N+](=O)[O-])N1CCOCC1 (stereo unspecified)	25	-2.8	0	-2.3	0	8	14	2	-6
CCCCN(C)Cc1c(C(=O)N2CCc3ccccc3C2)nc2ccc(Cl)cn12	0	-1.8	-27	-1.6	-4	2	-6	-8	-10
CN(Cc1ccccc1)C(=S)Nc1ccc2nc3n(c(=O)c2c1)CCCCC3	8	-2.7	-6	-1.6	1	-3	1	0	-12
Cc1cc(/C=N/n2cnnc2)c(C)n1-c1ccc(OCc2ccc(F)cc2)cc1	24	0.1	-19	-0.5	-5	-2	-9	5	-20
Cc1ccc(CNC(=S)Nc2cc(C)ccc2OC(F)F)cc1	-10	-1.5	-3	-0.5	1	4	-3	-12	-10
COCCCNC(=S)N(Cc1cccnc1)Cc1ccc(OC)c(OC)c1	-13	-0.4	4	-0.3	4	2	-8	-3	-12
CN(C)C(=O)c1c(C(F)(F)F)nn(C)c1Cl	1	-1.6	14	0.5	-3	7	-7	-2	-3
CC(C)[C@H](NC(N)=O)C(=O)Nc1cccc([N+](=O)[O-])c1	11	-1.4	-8	-4.2	1	-5	20	-6	-2
COc1ccccc1CCNC(=O)C1CCC(=O)N(C2CCCCCC2)C1 (stereo unspecified)	-8	-1.7	-3	-3.3	.	-1	-5	-2	-51
Cc1nn(CC(=O)NCCCN2CCOCC2)c(C)c1[N+](=O)[O-]	9	-1.3	-9	0.1	-4	3	-1	-7	-6
COc1ccc(-c2c[n+]3c4n2CCCCC4=C(c2ccc(Br)cc2)C3)cc1	4	-3.7	4	14*	-3	3	-83	-6	-13
CCN(CC)CCNC(=O)c1ccc(Cl)c(S(=O)(=O)N2CCCCCC2)c1	4	-5.3	3	-1.4	2	1	-9	3	14
COc1cc(C(=O)OCC(=O)NCc2ccc(F)cc2)ccc1OCC(C)C	12	-2.2	-6	-5.8	7	-4	15	-3	-23
Cc1ccc2[nH]c3c(N4CCN(Cc5ccc6c(c5)OCO6)CC4)ncnc3c2c1	4	3.4	-9	0.8	.	.	-13	-3	3
C/C=C\C=C/C(=O)Nc1cccc(C2=NOC3(C2)C[C@@H](C(N)=O)N(C(=O)COc2ccc(Cl)cc2)C3)c1 (stereo partly specified)	16	.	-16	.	3	-8	.	.	.
CCOC(=O)C1=C(N)n2c(s/c(=C\c3ccco3)c2=O)=C(C(=O)OCC)C1c1ccco1 (stereo unspecified)	47	-2.3	-24	-0.6	3	3	35	23	-9
CCOc1cccc(CN2CCCC(N3CCN(c4cccc(Cl)c4)CC3)C2)c1O (stereo unspecified)	8	-2.7	-10	-2.5	-2	6	-40	-9	6
CC(C)CN(C(=O)COC(=O)c1nc(Cl)ccc1Cl)c1c(N)n(Cc2ccccc2)c(=O)[nH]c1=O	1	-2.1	-4	-1.4	-3	-1	8	-4	-24
COc1cnn(-c2ccc(C)cc2)c(=O)c1Br	20	-4.2	-14	-2.6	3	1	14	-5	-2
N#CCCN(C(=O)CO/N=C/c1cccc([N+](=O)[O-])c1)c1ccccc1	8	-3.1	4	-0.3	0	1	0	-4	-16
CSc1nnc(CNC(=O)C23CC4CC(CC(C4)C2)C3)n1Cc1ccccc1	0	-0.2	4	-1.4	-2	-1	1	-3	-36
Cc1ccc2c(-c3csc(N)n3)c[nH]c2c1	2	-0.9	14	-0.4	8	.	-5	1	-2
CC1(C)CC(O)C(C(O)c2cccc([N+](=O)[O-])c2)C(C)(C)N1 (stereo unspecified)	9	-2.9	-11	0.2	3	6	5	-13	-3

Records listed above that bear a hit mark in NS3 helicase inh:
structure | SUMO HTRF inh | IMP-1 inhibitor | pCIP destab | VIM-2 inhibitor | IDE cell inh | IDE act | NS3 helicase inh | PfM18AAP inh
CCOC(=O)/C(C(C)=O)=C1\OC(=O)c2ccccc21 | 22 | -2.7 | -3 | -2.7 | 1 | 4 | 44* | -1

New compounds follow.
SMILES	SUMO HTRF inh	IMP-1 inhibitor	pCIP destab	VIM-2 inhibitor	IDE cell inh	IDE act	NS3 helicase inh	PfM18AAP inh	DNA FID counter
COc1cc2c(C#N)c(N3CCN(C)CC3)nc(N)c2c(N)n1	99*	-4.0	-2	3.1	-2	3	7	5	11
COc1cc2nc(CN3CCC(Cc4ccccc4)CC3)[nH]c(=O)c2cc1OC	-10	-1.8	13	-1.0	0	4	-9	-1	-11
CCCCOc1ccc(C(NC(=O)OCC)NC(=O)OCC)cc1	8	-3.4	-4	-1.8	0	2	6	0	-3
C=CCN1C=C/C(=C\C=C(C#N)C#N)c2ccccc21	2	-6.5	-12	-5.6	15	-19	10	-8	7
O=C1CN(CC(=O)NC(=O)NCc2ccccc2)CCN1	8	-2.1	-1	0.9	-4	0	-3	-2	0
CN(Cc1ccco1)C(=O)C1CCN(c2nnc(-n3cccc3)s2)CC1	-2	1.2	18	2.8	0	4	28	14	-31
O=C(/C=C/c1ccccc1)Nc1ccc2c(c1)OCCO2	14	-0.4	-10	-4.6	0	6	-13	4	-5
Cc1nc(C)c(-c2csc(Nc3ccc(N)cc3)n2)s1	4	-3.6	-5	-0.2	6	-5	-1	-23	-3
O=C1c2ccccc2C(=O)c2[nH]c(=O)[nH]c21	0	-3.9	-10	0.3	0	4	4	3	0
Cn1c(N)c(C(=O)COC(=O)CCOc2ccc(C(C)(C)C)cc2)c(=O)n(C)c1=O	-12	0.0	7	0.7	4	-2	0	-14	-6
O=C(O)C1C2C=CC(C2)C1C(=O)Nc1cccc(C(F)(F)F)c1 (stereo unspecified)	-1	-0.5	19	0.6	3	1	0	-3	-2
CN(C(=O)Cn1cccc1C1=NC(c2ccccc2)CO1)c1ccccc1 (stereo unspecified)	22	-4.1	-6	-4.8	-1	0	-2	3	-25
Cc1onc(-c2ccc(Cl)cc2)c1-c1ccnn1S(=O)(=O)c1cccc(C(F)(F)F)c1	2	0.4	3	-0.2	3	.	-5	4	-11
CCn1cc(/C=C(\NC(=O)c2ccccc2F)C(=O)N2CCOCC2)c2ccccc21	10	0.1	0	-2.4	5	0	-6	0	-34
O=C(/C=C/c1ccccc1)NCCSCc1ccccc1Cl	3	-2.5	-6	-4.0	3	-2	-4	5	-14
O=C(Cn1nnc(-c2ccc(OCc3ccccc3F)cc2)n1)N1CCOCC1	-17	-3.1	-5	-2.5	8	-7	6	5	-8
O=C(c1ccccc1F)N1CCCC(C(=O)N2CCc3ccccc3C2)C1 (stereo unspecified)	-2	-1.9	3	-0.8	5	2	-7	0	-24
COc1cccc(Oc2cc(NN3CCCCC3)c([N+](=O)[O-])cc2[N+](=O)[O-])c1OC	6	-5.9	-4	-3.5	2	1	35	11	-2
CC(C)(C)Sc1ccc([N+](=O)[O-])cc1C(=O)Nc1ccncc1	18	-2.2	-2	-1.8	7	3	0	-3	13
Cc1ccc(C=NCc2ccncc2)c(O)c1	16	-2.1	-2	-2.4	1	2	0	-1	-3
Cc1ccc(S(=O)(=O)NNC(=O)CCC(=O)Nc2ccccc2)cc1	-7	-1.0	4	-1.0	6	2	4	-2	-6
COc1ccc(CC(=O)NNc2ncnc3c2cnn3-c2ccc(C)cc2)cc1OC	-3	-1.7	1	-0.3	4	4	-5	-1	-8

High-throughput results deposited in PubChem BioAssay by several laboratories.
